# Pol eta inh: qHTS for Inhibitors of Polymerase Eta; DNA polymerase eta (Homo sapiens), Q9Y253; recombinant Pol eta, fluorescent DNA replication assay; Potency, µM (doses to about 114 µM), for the others: at the top dose activity change, negative = inhibition, hits mostly inhibitors; hit rate 1.2% among 390,000; note: potency is the fitted concentration of half-maximal effect; % is set by controls: 0 for no effect and ±100 for the full control effect
#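 Fluorescent replication assay: 50 nM final substrate added after a 15 min room-temperature compound preincubation with 10 nM enzyme. Signal taken at 0 min and again at 10 min.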
# GRP78 ERSR act: qHTS for Inducers of the Endoplasmic Reticulum Stress Response (ERSR) in Human Glioma: qHTS. AID 602332, 2012. Potency, µM, inactives show at the highest dose activation, actives largely listed as activators. U87-MG GRP78 promoter luciferase reporter, 16 h. hit rate 0.02% among 420,000; note: potency is the fitted concentration of half-maximal effect; series mostly up to about 76 µM; % of control where 0% means no effect; nearly all actives have a fitted effect of over 35% in size
#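 ERSR induction read as luciferase luminescence (Bright-Glo, 10 min at room temperature) in stably transfected human U87-MG glioma cells exposed to compounds for 16 h, using GRP78 as sensor.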
# Pol beta inh: qHTS Assay for Inhibitors of DNA Polymerase Beta. Pol beta primer extension/strand displacement, fluorescence kinetic. AID 485314, 2010. hit rate 1.3% among 340,000. P06746. Potency, µM (doses to about 114 µM), for inactives: at the top dose activity change, negative = inhibition, actives largely listed as inhibitors; note: potency is the fitted concentration of half-maximal effect; % is set by controls: 0 for no effect and ±100 for the full control effect
#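 Kinetic readout of DNA synthesis with strand displacement by Pol beta. Compound and 10 nM enzyme sit 15 min at room temperature; 50 nM substrate starts the reaction, read immediately and at 10 min.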
# Pol kappa inh: qHTS for Inhibitors of Polymerase Kappa; DNA polymerase kappa (Homo sapiens), Q9UBT6; purified Pol kappa, fluorescent DNA synthesis assay, 10 min; Potency, µM (top dose mostly 107 µM), inactives show top-dose activity, negative = inhibition, hits mostly inhibitors; hit rate 0.53% among 400,000; note: potency is the fitted concentration of half-maximal effect; % is set by controls: 0 for no effect and ±100 for the full control effect
#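 10 nM Pol kappa preincubated 15 min at room temperature with compounds, then reaction started with substrate at 50 nM final. Fluorescence read kinetically at 0 and 10 min; buffer-only wells served as negative control.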
# BLM helicase inh: qHTS Assay for Inhibitors of Bloom's syndrome helicase (BLM); recombinant BLM DNA unwinding, fluorescence dequenching; Potency, µM (series often up to 56.1 µM), inactives show top-dose activity change, negative = inhibition, actives largely listed as inhibitors; hit rate 0.2% among 350,000; AID 2528, 2010;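 note: potency is the fitted concentration of half-maximal effect; plate controls were vehicle for no effect and no enzyme for full effect; nearly all actives have a fitted effect of over 35% in size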
# LDHA inh: qHTS assay for inhibitors of human lactate dehydrogenase; purified LDHA, NADH/diaphorase-resazurin fluorescence; hits give low values; activity change, % (values are at about 110 or 230 µM); L-lactate dehydrogenase A chain (Homo sapiens), P00338; hit rate 0.15% among 480,000; AID 1347041, 2019; in the data active = activity change below about -30%; inconclusive = mostly about -25% to -30%;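 note: plate controls were DMSO wells for no effect and wells without enzyme for full effect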
#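 LDH5 2 nM; NADH 0.06 mM, pyruvate 0.2 mM; 200 mM Tris pH 7.4, EDTA, Tween-20; 5 min RT. Detection: diaphorase 0.133 mg/mL + resazurin 37 µM, fluorescence ex540/em590 at 0 and 20 min; normalized to enzyme-free and DMSO wells.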
# Anesthetic bind: qHTS Assay for Identification of Novel General Anesthetics. hit rate 0.074% among 350,000. Potency, µM (doses to about 77.5 µM), inactives show top-dose activity change, negative = displacement, most hits filed as inhibitors. AID 485281, 2010. apoferritin/1-aminoanthracene competitive binding, fluorescence; note: potency is the fitted concentration of half-maximal effect; % is set by controls: 0 for no effect and ±100 for the full control effect; nearly all actives have a fitted effect of over 20% in size
#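 Horse-spleen apoferritin (10 uM) was mixed with 50% saturated 1-aminoanthracene in PBS, exposed to compounds for 10 min at room temperature, and read for fluorescence (ex 380 nm, em 535 nm). Competitive displacement was fitted with a four-parameter Hill equation.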
# APEX1 inh: qHTS Assay for Inhibitors of the Human Apurinic/apyrimidinic Endonuclease 1 (APE1); AID 2517, 2012; hit rate 0.35% among 350,000; recombinant APE1, TAMRA/BHQ-2 abasic DNA cleavage fluorescence; DNA repair nuclease/redox regulator APEX1 (Homo sapiens), P27695; Potency, µM (top dose mostly 65.8 µM), inactives show at the highest dose activity change, negative = inhibition, actives largely listed as inhibitors;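 note: potency is the fitted concentration of half-maximal effect; plate controls were vehicle for no effect and reference inhibitor for full effect; nearly all actives have a fitted effect of over 55% in size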
# Target sequence (P27695 whole entry, looked up): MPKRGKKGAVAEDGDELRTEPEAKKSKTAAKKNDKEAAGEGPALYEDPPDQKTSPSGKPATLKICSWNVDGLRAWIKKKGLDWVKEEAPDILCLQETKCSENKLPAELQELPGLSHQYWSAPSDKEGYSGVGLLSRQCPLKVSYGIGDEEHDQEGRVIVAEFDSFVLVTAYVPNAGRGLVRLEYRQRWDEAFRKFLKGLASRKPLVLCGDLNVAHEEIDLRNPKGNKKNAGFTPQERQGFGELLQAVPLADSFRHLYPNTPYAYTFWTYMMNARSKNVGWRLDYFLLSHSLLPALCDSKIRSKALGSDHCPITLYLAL
#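 Readout is kinetic fluorescence (ex 525, em 598 nm) from cleavage of 50 nM TAMRA/BHQ-2 THF abasic duplex by 0.75 nM APE1, compound added 15 min beforehand at RT.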
# POLI inh: qHTS for Inhibitors of Polymerase Iota; Pol iota fluorescent replication assay, 10 min; Potency, µM (highest dose often 115 µM), for the others: at the highest dose activity, negative = inhibition, most hits filed as inhibitors; hit rate 1% among 390,000; AID 588590, 2011; note: potency is the fitted concentration of half-maximal effect
# Target sequence (Q9UNA4 whole entry, looked up): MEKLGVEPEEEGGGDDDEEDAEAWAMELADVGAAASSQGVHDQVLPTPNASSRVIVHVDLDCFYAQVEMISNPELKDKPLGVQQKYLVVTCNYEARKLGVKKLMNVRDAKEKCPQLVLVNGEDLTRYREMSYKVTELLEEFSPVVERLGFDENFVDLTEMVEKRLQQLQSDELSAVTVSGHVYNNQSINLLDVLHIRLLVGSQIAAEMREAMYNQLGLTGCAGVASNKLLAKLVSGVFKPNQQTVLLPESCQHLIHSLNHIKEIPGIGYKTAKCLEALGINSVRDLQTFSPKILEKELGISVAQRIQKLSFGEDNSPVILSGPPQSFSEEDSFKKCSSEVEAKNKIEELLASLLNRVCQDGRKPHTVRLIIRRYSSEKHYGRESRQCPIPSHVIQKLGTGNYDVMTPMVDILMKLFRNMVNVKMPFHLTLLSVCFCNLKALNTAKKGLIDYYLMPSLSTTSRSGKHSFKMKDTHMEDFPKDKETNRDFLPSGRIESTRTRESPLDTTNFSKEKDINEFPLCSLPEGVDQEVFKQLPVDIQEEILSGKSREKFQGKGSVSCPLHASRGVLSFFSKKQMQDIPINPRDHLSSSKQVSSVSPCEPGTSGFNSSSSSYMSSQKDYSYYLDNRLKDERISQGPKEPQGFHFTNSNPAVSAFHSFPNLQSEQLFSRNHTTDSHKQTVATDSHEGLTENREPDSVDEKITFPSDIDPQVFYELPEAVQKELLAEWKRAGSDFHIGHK
#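 Pol iota at 10 nM preincubated 15 min with compounds at room temperature; reaction started with fluorescent substrate, 50 nM final. Fluorescence read kinetically at 0 and 10 min; buffer-only wells as negative control.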
# * marks the source's active call; other numbers are inactive results; ? = inconclusive; . = no result given; & = joins results of further samples; [ ] = remark or other dose. Unless noted, calls come from the whole dose curve; as a rule, active = well fitted curve in the direction sought with a large enough effect; inconclusive = small, poorly fitted or top-dose-only effect, or another doubt; inactive = no such curve, though single readings can be large; an effect the other way counts as inactive or inconclusive. These rows are one share of the data; rates above refer to the full screens.
SMILES,Pol eta inh,GRP78 ERSR act,Pol beta inh,Pol kappa inh,BLM helicase inh,LDHA inh,Anesthetic bind,APEX1 inh,POLI inh
CC(C)CC(=O)Nc1c2c(nn1-c1cccc(Cl)c1)CS(=O)C2 (stereo unspecified),-16%,-6%,26%,-1%,-5%,-8,-2%,-11%,208%[activator]
Cc1ccc(S(=O)(=O)CCC(=O)OC(C)C(=O)c2c(C)[nH]c3ccccc23)cc1 (stereo unspecified),-16%,-4%,3%,-6%,-6%,-1,-5%,-3%,-13%
CC1CCC2(CC1)NC(=O)N(CC(=O)Nc1cccc(S(=O)(=O)N3CCOCC3)c1)C2=O (stereo unspecified),3%,-4%,-2%,-5%,-4%,-9,-8%,-4%,-3%
COc1ccc(S(=O)(=O)N2CCOCC2)cc1NC(=O)CSc1n[nH]c(=O)n1C1CC1,-17%,-4%,0%,-6%,2%,-4,2%,2%,-1%
CC(C)(C)Cc1nnc(NC(=O)c2ccc3c(c2)OCO3)s1,-11%,3%,16%,-38%,-1%,-8,-8%,-16%,84%[activator]
O=C(N/N=C/c1ccc(Cl)c([N+](=O)[O-])c1)c1cc(-c2ccccc2)nc2ccccc12,-5%,3%,6%,-8%,1%,-9,-2%,2%,-10%
CSC1=C(C#N)C(c2ccccc2Cl)C2=C(CCCC2=O)N1 (stereo unspecified),.,.,19%,.,1%,.,-7%,3%,.
COC(=O)[C@]1(C)N[C@H](CN(C)S(=O)(=O)c2ccc(C)cc2)[C@@H]2C(=O)N(Cc3ccccc3)C(=O)[C@@H]21,-2%,-3%,.,-1%,.,0,.,25%,-9%
COC(=O)C(CCSC)NC(=O)c1cc2c(n(-c3ccc(C)cc3)c1=O)CC(C)(C)CC2=O (stereo unspecified),-9%,-3%,33%,-4%,-5%,-6,-7%,.,-11%
COc1ccc(-n2c(-c3ccc(Br)cc3)c[n+]3c2CCc2ccccc2-3)cc1,-5%,-2%,12%,-13%,-11%,-4,4%,2%,9%
CCCC(=O)NC(=S)Nc1cc(-c2nc3ncccc3o2)ccc1C,13%,-2%,15%,9%,-13%,-2,8%,7%,-8%
O=C1CC(c2ccccc2)n2nc(NC(=O)C3CCCO3)nc2N1 (stereo unspecified),-8%,-5%,1%,2%,-1%,-11,-7%,-1%,4%

# The closing five records of the part above lead into the next:
SMILES,Pol eta inh,GRP78 ERSR act,Pol beta inh,Pol kappa inh,BLM helicase inh,LDHA inh,Anesthetic bind,APEX1 inh,POLI inh
COC(=O)[C@]1(C)N[C@H](CN(C)S(=O)(=O)c2ccc(C)cc2)[C@@H]2C(=O)N(Cc3ccccc3)C(=O)[C@@H]21,-2%,-3%,.,-1%,.,0,.,25%,-9%
COC(=O)C(CCSC)NC(=O)c1cc2c(n(-c3ccc(C)cc3)c1=O)CC(C)(C)CC2=O (stereo unspecified),-9%,-3%,33%,-4%,-5%,-6,-7%,.,-11%
COc1ccc(-n2c(-c3ccc(Br)cc3)c[n+]3c2CCc2ccccc2-3)cc1,-5%,-2%,12%,-13%,-11%,-4,4%,2%,9%
CCCC(=O)NC(=S)Nc1cc(-c2nc3ncccc3o2)ccc1C,13%,-2%,15%,9%,-13%,-2,8%,7%,-8%
O=C1CC(c2ccccc2)n2nc(NC(=O)C3CCCO3)nc2N1 (stereo unspecified),-8%,-5%,1%,2%,-1%,-11,-7%,-1%,4%
COc1ccc(C2CC(c3ccccc3)=NN2c2ccc(Cl)c(C(=O)O)c2)cc1 (stereo unspecified),-9%,9%,-1%,6%,2%,1,232%[activator],-2%,-29%
O=C(NCCC1CCCCN1S(=O)(=O)c1ccccc1)C(=O)NC1CC1 (stereo unspecified),-3%,-4%,.,-13%,.,0,.,9%,-15%
c1ccc2c(c1)nc1sccn12,7%,-6%,26%,-2%,-3%,-2,-11%,18%,20%
Cn1c(=O)n(C)c2cc(N3CCCCC3)c(NC(=O)c3ccccc3)cc21,-10%,0%,-12%,-13%,-3%,-3,-1%,4%,50%[activator]
CC(C)Nc1nc(Cl)nc(N(C#N)CN2C(=O)c3ccccc3C2=O)n1,-2%,-6%,11%,-10%,-1%,-3,-8%,5%,57%[activator]
O=C(Nc1ccc2c(c1)nc1n2CCSC1)c1ccccc1,-15%,-10%,-5%,-11%,-6%,-2,-9%,-3%,14%
CCN(C(=O)COC(=O)c1ccc(-n2c(C)ccc2C)cc1)c1c(N)n(Cc2ccccc2)c(=O)[nH]c1=O,?,-2%,.,-8%,.,-8,.,.,?
COc1ccc(NC(=O)C(=O)NCCC2CCCCN2S(=O)(=O)c2ccc(F)cc2)cc1 (stereo unspecified),-21%,-2%,.,-7%,.,-4,.,-8%,-26%
CC12CC3(C)CC(C)(C1)CC(C(=O)NC1=NCCS1)(C2)C3,-15%,-6%,.,0%,.,0,.,.,1%
Oc1ccc(/C=N/Nc2cccc3cccnc23)c(O)c1,-7%,6%,-2%,-11%,-7%,7,4%,-2%,-8%
O=C(O)CCn1nc(-c2ccc(F)cc2)cc(Cc2ccccc2)c1=O,-22%,-1%,28%,2%,-1%,-3,-12%,2%,123%[activator]
Cc1ccccc1C(=O)Oc1ccc(Cl)cc1C(=S)N1CCOCC1,-18%,-4%,1%,-16%,-8%,-5,-8%,26%,9%
CC(=O)c1cccc(NC(=O)Nc2cc3sccc3n2C)c1,.,.,2%,.,-21%,.,5%,-6%,.
CCOC(=O)c1cnc(SCc2nc(N)nc(Nc3ccc(OC)cc3)n2)nc1N,-1%,5%,1%,-19%,-5%,0,?,8%,9%
Cc1ccccc1OCC(=O)OCC(=O)Nc1cc(S(C)(=O)=O)ccc1Cl,-10%,-2%,.,-4%,.,-1,.,-8%,10%
Cc1ccc(C(C)C)c(OCC(=O)NN=C(CCl)CCl)c1,.,.,-1%,.,3%,.,-5%,-3%,.
CNC(=O)c1cc2c(n(-c3ccc(C)cc3)c1=O)CC(C)(C)CC2=O,-10%,-2%,13%,-9%,2%,-5,-4%,.,35%[activator]
CCN1CCN(C(=O)c2cc(-c3ccco3)nc3ccccc23)CC1,35µM*,-2%,.,?,.,-1&4,.,-11%,40µM*
Cc1ccc2cc(CN(Cc3ccco3)C(=O)NC3CCCCC3)c(=O)[nH]c2c1C,-3%,0%,-21%,-11%,-6%,0,-15%,2%,-14%
CC(=O)Nc1cccc(C(=O)NCc2ccc3c(c2)CCN3C(=O)c2ccccc2)c1,-12%,-2%,4%,0%[60.1 µM],0%,-15,?,.,8%
COc1ccc(-n2nnnc2SCC(=O)Nc2ccc3c(c2)OCCO3)cc1OC,?,-9%,-1%,-6%,-14%,2,63%[activator],-4%,50µM*
CC(C)C[C@H](NC(=O)N1CC(=O)Nc2ccccc21)C(=O)N1CCC[C@H]1C(=O)O,-12%,-3%,26%,0%,1%,-2,-2%,-8%,11%
NS(=O)(=O)c1ccc(CCNC(=O)Cc2ccc(Cl)cc2)cc1,-17%,-2%,6%,-16%,-2%,-17,-9%,-8%,137%[activator]
O=C(CCn1nnc2ccccc21)Nc1nnc(COc2ccc(F)cc2)s1,-13%,0%,0%,-5%,-6%,1,-2%,-3%,7%
COc1ccc(N(C(=O)c2ccco2)C(C(=O)NC2CCCC2)c2ccc(N(C)C)cc2)cc1 (stereo unspecified),10%,1%,1%,-8%,-5%,3,-20%,4%,1%
O=C(CSc1nnc2[nH]c(=O)cc(-c3ccccc3)n12)Nc1ccc(F)cc1F,-8%,0%,33%,-9%[60.1 µM],-2%,-3,92%[activator],.,-10%
Clc1cccc2c3c([nH]c12)CCNC3,-17%,-5%,51%,5%,-13%,-1,2%,-4%,158%[activator]
CCNC(=S)N1C2CCC1CC(NC(=O)Nc1ccc(C(=O)OCC)cc1)C2 (stereo unspecified),-11%,-2%,0%,-10%,-6%,-1,-9%,-1%,-7%
O=C(CSC1=NCCN1)Nc1ccccc1[N+](=O)[O-],-16%,-2%,57%,-6%,4%,0,-4%,-3%,39%[activator]
Cc1ccc(Cn2c(CN3CCC(C(=O)O)CC3)cc3ccccc32)cc1,.,.,0%,-5%,-2%,-5,-3%,.,34%[activator]
COc1ccc(N2C(=O)C(Cl)=C(N3CCCC(C)C3)C2=O)cc1 (stereo unspecified),-14%,1%,-10%,-10%,-8%,3,?,0%,21%
COc1ccc(NC(=O)C2CCCN(S(=O)(=O)c3cccnc3)C2)cc1OC (stereo unspecified),-11%,-4%,7%,-4%,-1%,-2,1%,9%,-2%
O=C(COC(=O)Cc1ccc(Cl)cc1)Nc1ccccc1-c1ccccc1,-17%,0%,21%[57.1 µM],-9%,-2%,-2,-9%,-7%,4%
O=C(COC(=O)C1CC2C=CC1C2)Nc1ccccc1F (stereo unspecified),-24%,2%,-1%,-1%,-3%,-5,-20%,5%,71%[activator]
CCOC(=O)c1c(C)[nH]c(C(=O)CSc2ccc(Cl)cc2)c1C,-8%,0%,-26%,-10%,-3%,-11,-19%,0%,25%
Cc1noc(/C=C/N(C)C)c1S(=O)(=O)N1CCCC(C(=O)N2CCCCC2)C1 (stereo unspecified),-10%,0%,5%,6%,-1%,-2,4%,-3%,2%
CCOc1ccc(CNC(=S)N/N=C/c2ccc(OC)c(OC)c2)cc1,-12%,0%,1%,-10%,-8%,-3,-7%,-3%,-2%
N#C/C(=C\c1ccc(O)c(O)c1)C(=O)N1CCCC1,?,2%,-19%,-14%,-9%,4,-10%,-11%,?
CCSC1=C(C#N)C(c2cccc(OC)c2)CC(=O)N1 (stereo unspecified),-14%,-5%,-2%,0%,-1%,-6,-12%,-1%,17%
